High-throughput results as filed in PubChem.
GSH fluor: GSH bead compound fluorescence profile. GSH beads flow cytometry, compound fluorescence 488/530 nm; hits give high values. fluorescence (KMESF) at 10 µM. 0.25% of 190,000 active; in the data active = fluorescence above about 89;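 also: glutathione beads carrying GST-tagged Bcl family fusion proteins plus one bare bead set; values are compound well signal with DMSO vehicle wells as background; inactives centre near 16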
Rab7 wt modul: alters GTP binding to wildtype dog Rab7. GST-Rab7 beads, fluorescent GTP binding, flow cytometry; actives lie on both sides; untreated = 100%, excess cold GTP = 0%. GTP binding activity (percent of control), % at 10 µM. 0.055% of 190,000 active. AID 758;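 active = fluorescent GTP binding to Rab7 beads changed by at least 20 points from the 100% baseline, either direction, mostly lower; inconclusive = compound itself probably fluorescent, or too few beads counted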;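 also: median green fluorescence of bound Bodipy-FL-GTP per Rab7 bead population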
Rab2A wt mod: changes GTP binding to wildtype dog Rab2A, up or down. GST-Rab2 wt beads, Bodipy-GTP binding, flow cytometry. GTP binding activity, % at 10 µM. 0.19% of 190,000 active. AID 760;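 active = GTP binding activity at least 20 points away from 100%, either lowered or raised; inconclusive = signal likely due to the compound's own green fluorescence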;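 also: 0% = beads with excess unlabeled GTP and 100% = no-compound control corrected for plate trend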
Cdc42 wt GTP: human Cdc42 wildtype GTP binding change, either direction; GST-Cdc42 beads, Bodipy-GTP binding, flow cytometry; actives lie on both sides; 0.2% of 190,000 active; percent activity (GTP binding), % at 10 µM; P60953;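 active = percent activity GTP binding at least 20 points away from the 100% baseline, either down as inhibitor or up as activator; inconclusive = compound flagged as likely green fluorescent from well-wide comparison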;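 also: median bead fluorescence of bound Bodipy-FL-GTP at 100 nM; 0% = excess unlabeled GTP control and 100% = no compound control; below 100% means less GTP binding so inhibitor and above means activator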
Target sequence (P60953 whole entry, looked up): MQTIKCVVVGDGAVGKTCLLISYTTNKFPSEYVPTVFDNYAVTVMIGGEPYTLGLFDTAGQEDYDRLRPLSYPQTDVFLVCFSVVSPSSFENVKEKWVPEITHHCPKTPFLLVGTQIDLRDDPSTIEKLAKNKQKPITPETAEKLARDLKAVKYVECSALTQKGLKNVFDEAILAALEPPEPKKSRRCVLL
Rac1 mut GTP: human Rac1 activated mutant GTP binding change | percent activity (GTP binding), % at 10 µM | P63000 | 0.11% of 190,000 active | GST-Rac1 activated beads, fluorescent GTP binding, flow cytometry; actives lie on both sides; 100% means binding = to untreated wells;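 active = GTP binding at least 20 percentage points away from the 100% baseline, in either direction, so actives lie on both sides; inconclusive = Compound likely fluorescent itself, or too few beads counted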
Rac1 wt modul: alters GTP binding to wildtype human Rac1. GTP binding activity (% of control), % at 10 µM. 0.27% of 190,000 active. GST-Rac1 beads, fluorescent GTP binding, flow cytometry; actives lie on both sides; 0 = cold GTP competed, 100 = untreated. AID 757;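 active = GTP binding activity at least 20 points away from the 100% control level, either lower or higher; inconclusive = compound flagged as likely green fluorescent, judged across all proteins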
Pf gametocyte: P. falciparum stage V gametocyte viability inhibition. P. falciparum stage V gametocytes, ATP luminescence, 24 h. inhibition, % at 10.9 µM. 0.065% of 150,000 active. AID 743093;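 active = inhibition above the mean plus 3 SD of compounds within the control limits, set per campaign, cut at about 38% in these data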;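 also: 0% = DMSO wells and 100% = medium only without gametocytes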
HRas wt GTP bind: human HRas wildtype GTP binding, change in either direction; P01112; GST-Ras wt beads, Bodipy-FL-GTP binding, flow cytometry; actives lie on both sides; GTP binding activity, % at 10 µM; 0.14% of 190,000 active;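 active = GTP binding activity at least 20% away from the 100% baseline, either lowered as inhibitor or raised as activator; inconclusive = flagged as likely green fluorescent, judged across all proteins in the well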;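 also: 0% = unlabeled GTP competition control and 100% = no-compound control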
Target sequence (P01112 whole entry, looked up): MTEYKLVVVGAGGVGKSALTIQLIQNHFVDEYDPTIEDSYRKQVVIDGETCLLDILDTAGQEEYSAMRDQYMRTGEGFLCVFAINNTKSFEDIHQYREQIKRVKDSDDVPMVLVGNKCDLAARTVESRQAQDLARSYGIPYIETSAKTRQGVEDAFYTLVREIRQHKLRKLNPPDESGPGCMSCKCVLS
Mcl1-Bid inh: disrupts binding of human Mcl-1 to Bid peptide; TR-FRET Mcl-1/Bid-Dy647 peptide binding, 1536-well; inhibition, % at 21.7 µM; 0.97% of 220,000 active; AID 1021;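 active = compounds that cut the binding signal by more than half at the single screening dose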;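 also: His-tagged Mcl-1 with europium anti-His antibody binding Bid BH3 peptide; 0% = Mcl-1 plus peptide wells and 100% = peptide-only wells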
Target sequence (Q07820 whole entry, looked up): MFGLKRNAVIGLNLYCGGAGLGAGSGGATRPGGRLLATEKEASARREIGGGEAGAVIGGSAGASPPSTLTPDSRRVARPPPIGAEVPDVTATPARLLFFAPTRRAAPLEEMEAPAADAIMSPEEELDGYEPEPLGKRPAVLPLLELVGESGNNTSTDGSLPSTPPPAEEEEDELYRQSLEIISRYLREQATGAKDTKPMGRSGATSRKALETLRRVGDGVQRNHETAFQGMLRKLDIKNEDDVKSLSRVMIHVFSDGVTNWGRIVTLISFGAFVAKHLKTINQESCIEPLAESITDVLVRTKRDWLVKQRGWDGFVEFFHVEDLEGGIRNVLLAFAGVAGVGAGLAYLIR
Mcl1 Noxa PPI: Mcl-1/Noxa interaction inhibition; Q07820; TR-FRET Mcl-1/Noxa peptide binding, 2 h; inhibition, % at 21.7 µM; 1.5% of 220,000 active;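 active = compounds that cut the protein-peptide binding signal by more than 50% relative to plate controls in a single-dose test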;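 also: His-tagged Mcl-1 with rhodamine Noxa BH3 peptide and terbium anti-His antibody; 0% = Mcl-1 plus Noxa peptide wells and 100% = peptide-only wells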
Avidin fluor: compound fluoresces at 488/530 nm on avidin beads; fluorescence (KMESF) at 10 µM; 0.38% of 220,000 active; compound fluorescence 488/530 nm, flow cytometry; hits give high values; in the data active = fluorescence above about 47; also: inactives centre near 10
* marks the source's active call; other numbers are inactive results; ? = inconclusive; . = not tested or not shown.

Values run as follows: Rab7 wt modul | Mcl1-Bid inh | Rac1 wt modul | Avidin fluor | Cdc42 wt GTP | Pf gametocyte | Rac1 mut GTP | HRas wt GTP bind | Rab2A wt mod | Mcl1 Noxa PPI | GSH fluor
[1] Cc1cccc(C(=O)N2CCC(=O)N(C(COCc3cccc(C(F)(F)F)c3)Cc3ccccc3)CC2)c1 (stereo not given)
→ 91 | 10 | 103 | 11 | 101 | . | 101 | 99 | 99 | 7 | 18
[2] CN(CCc1ccccn1)S(=O)(=O)c1ccc2c3c(cccc13)C(=O)N2
→ 103 | -5 | 103 | 11 | 103 | . | 99 | 103 | 103 | 4 | 14
[3] COC(=O)Nc1ccc(S(=O)(=O)N2CCC(C)CC2)cc1
→ 102 | -28 | 104 | 19 | 104 | -3 | 98 | 104 | 102 | 11 | 11
[4] CCn1c(/N=C/c2c[nH]c3ccccc23)nc2ccccc21
→ 100 | 19 | 103 | 38 | 103 | -10 | 101 | 102 | 99 | -10 | 16
[5] CC(=O)c1sc(=S)n(-c2ccc(Cl)cc2)c1C
→ 97 | -18 | 96 | 9 | 95 | . | 94 | 96 | 96 | -6 | 17
[6] O=C(O)Cc1ccc(NC(=S)NCc2ccco2)cc1
→ 97 | -64 | 100 | 12 | 98 | 12 | 100 | 99 | 97 | 6 | 10
[7] CC(C)CCC(O)(CCC(C)C)C(=O)NN1CCCCC1
→ 107 | -20 | 103 | 6 | 99 | 3 | 101 | 102 | 99 | 6 | 25
[8] Oc1cccc(/C=N/NC(=S)NCCN2CCOCC2)c1O
→ 94 | -97 | 99 | 8 | 102 | -1 | 97 | 94 | 97 | -15 | 18
[9] O=C(NCc1n[nH]c(=S)n1-c1ccc(Br)cc1)c1cccs1
→ 105 | -26 | 105 | 8 | 101 | -18 | 97 | 101 | 100 | 19 | 13
[10] O=C(Nc1ccc(O)cc1)C1CCCN1S(=O)(=O)c1ccc(F)cc1 (stereo not given)
→ 95 | -7 | 102 | 25 | 102 | . | 100 | 99 | 98 | 0 | 15
[11] COC(=O)c1sc2cc([N+](=O)[O-])cc(SCC(C)C)c2c1N
→ 97 | -10 | 105 | 17 | 105 | 13 | 103 | 103 | 104 | 38 | 25
[12] CN(Cc1ccc2nsnc2c1)Cc1nc(Cc2cccc(F)c2)no1
→ 105 | -13 | 98 | 1 | 96 | -16 | 91 | 97 | 98 | -6 | 14
[13] CCOC(=O)/C=c1\s/c(=C\c2sccc2C)c(=O)n1CC(=O)NCc1ccc(C)cc1
→ 105 | -14 | 100 | 10 | 98 | -4 | 98 | 99 | 100 | -10 | 9
[14] CCCN(CCC)C(=S)NC(=O)c1ccc(-c2ccccc2)cc1
→ 96 | -84 | 95 | 11 | 95 | . | 94 | 96 | 95 | -36 | 22
[15] O=C(OCc1cc2ccccc2[nH]c1=O)c1cccnc1
→ 103 | -15 | 102 | 12 | 103 | . | 100 | 100 | 98 | -13 | 29
[16] CCNC(=O)n1nccc1C(C)Oc1cccc(C(F)(F)F)c1 (stereo not given)
→ 102 | -13 | 101 | 23 | 100 | 12 | 98 | 102 | 99 | 6 | 53
[17] Cc1nc2c(C(=O)N3CCCC3)cnn2c(C)c1Cc1c(F)cccc1Cl
→ 96 | -6 | 94 | 10 | 92 | . | 96 | 92 | 93 | 10 | 21
[18] CNC(=S)/N=C(/Nc1ccccc1)c1ccccc1
→ 104 | -36 | 103 | 21 | 99 | 7 | 97 | 101 | 101 | 26 | 19
[19] Cc1csc(NC(=O)C(NC(=O)c2ccccc2F)C(C)C)n1 (stereo not given)
→ 97 | -6 | 97 | 26 | 98 | . | 96 | 97 | 97 | -2 | 11
[20] CCn1c(SCC(=O)Nc2cc(C)on2)nnc1-c1ccc(OC)cc1
→ 95 | -37 | 101 | 11 | 96 | 7 | 96 | 96 | 96 | -4 | 13
[21] CC1=C(C(N)=O)C(c2ccc(Cl)cc2Cl)n2ncnc2N1 (stereo not given)
→ 100 | -23 | 98 | 5 | 101 | 20 | 96 | 99 | 99 | -5 | 28
[22] COc1cc(CNn2nnnc2N)cc(Br)c1OCc1c(Cl)cccc1Cl
→ 100 | 5 | 105 | 10 | 103 | -14 | 103 | 103 | 101 | 15 | 28
[23] Cc1ccsc1C(=O)OCC(=O)c1cc(C)n(CC2CCCO2)c1C (stereo not given)
→ 109 | -26 | 112 | 25 | 112 | 5 | 106 | 110 | 111 | 16 | 24
[24] Cc1ccc(Sc2ncnc3onc(C)c23)c(C)c1
→ ? | -32 | ? | 5 | ? | -35 | ? | ? | ? | 5 | 12
[25] CCC(CC)C(=O)Nc1cccc(C(=O)Nc2ccc(OC)cc2[N+](=O)[O-])c1
→ ? | -15 | ? | 6 | ? | 0 | ? | ? | ? | -7 | 27
[26] CCN(CC)CCNC(=O)C(C(=O)c1ccccc1)n1ccccc1=O (stereo not given)
→ 95 | -1 | 98 | 6 | 97 | -3 | 95 | 98 | 95 | -5 | 36
[27] NC(=O)c1ccc(NC(=O)CCc2nc3ccccc3s2)cc1
→ 104 | -35 | 102 | 8 | 97 | -8 | 97 | 98 | 97 | 49 | 13
[28] C=CCc1cccc2cc(C(=O)N3CCN(c4ccccn4)CC3)c(=O)oc12
→ 100 | -17 | 92 | 25 | 88 | -25 | 88 | 96 | 91 | -16 | 11
[29] CC(NC(=O)/C=C/c1ccc(Br)cc1)c1ccc(Cl)cc1 (stereo not given)
→ 96 | -1 | 101 | 5 | 97 | . | 99 | 98 | 97 | -6 | 26
[30] O=C(Nc1ccc(F)cc1F)Nc1ccc(F)cc1F
→ 103 | -4 | 99 | 17 | 101 | -3 | 95 | 98 | 102 | 11 | 13
[31] Nc1ncccc1OCc1cccc(C(F)(F)F)c1
→ 99 | -22 | 95 | . | 90 | 11 | 93 | 94 | 96 | -9 | 14
[32] O=[N+]([O-])c1nn(-c2ccc3c(c2)OCCO3)n(O)c1=NC1CCCCCC1
→ 102 | -16 | 100 | 4 | 100 | . | 98 | 100 | 100 | 7 | 48
[33] Cc1cccc(NC(=O)NNC(=O)c2ccc(C)c([N+](=O)[O-])c2)c1
→ 93 | -48 | 93 | 5 | 92 | -26 | 94 | 92 | 94 | 25 | 16
[34] Cc1nccn1CCc1n[nH]c(=S)n1Cc1ccccc1
→ 95 | 1 | 90 | 14 | 94 | 0 | 93 | 96 | 96 | 9 | 24
[35] Cc1cccc(NCc2ccccc2O)n1
→ 105 | -81 | 108 | 6 | 109 | -2 | 105 | 109 | 107 | -6 | 25
[36] CC(=O)N1CCN(c2nc(-c3cccs3)nc3ccccc23)CC1
→ 102 | -18 | 101 | 10 | 97 | 10 | 96 | 95 | 96 | 3 | 17
[37] Cc1occc1-c1nnc(SCC(=O)NCC2CCCO2)n1C (stereo not given)
→ 96 | -7 | 100 | 6 | 101 | . | 97 | 98 | 97 | -4 | 36
[38] Cc1ccc(C)c(NC(=O)C2C3CCCC2C3c2ccccc2)c1 (stereo not given)
→ 106 | -29 | 104 | 6 | 103 | 5 | 97 | 102 | 105 | -4 | 14
[39] Cc1nc(C(C)NC(=O)CCc2nnc(CCCc3ccccc3)o2)c(C)s1 (stereo not given)
→ 103 | -14 | 103 | 12 | 97 | -6 | 95 | 100 | 96 | 4 | 13
[40] CC12CCC(C(=O)N(CSC(=S)N/N=C\c3ccccc3O)C1=O)C2(C)C (stereo not given)
→ 96 | -96 | 104 | 6 | 99 | -17 | 96 | 98 | 96 | -31 | 17
[41] Cc1ccc(F)cc1NCC(=O)Nc1ccc(Br)cc1
→ 101 | -21 | 105 | 16 | 102 | . | 99 | 98 | 100 | 6 | 11
[42] O=CN1CCN(S(=O)(=O)c2ccc(Cl)c(C(=O)O)c2)CC1
→ 104 | -19 | 99 | 14 | 98 | -30 | 96 | 98 | 99 | -5 | 10
[43] CCOC(=O)CC1C(=O)NCCN1S(=O)(=O)c1ccc(Cl)cc1 (stereo not given)
→ 100 | -41 | 102 | 10 | 100 | 6 | 97 | 98 | 99 | 12 | 14
[44] Cc1sc(NC(=O)c2ccccc2)c(C(=O)N2CCN(C)CC2)c1C
→ 101 | 86* | 108 | 14 | 103 | . | 99 | 102 | 100 | 38 | 31
[45] Cc1cccc(CC2SC(N3CCN(c4ccccc4)CC3)=NC2=O)c1 (stereo not given)
→ 98 | -17 | 100 | 10 | 101 | . | 100 | 100 | 98 | -1 | 13
[46] CC(=O)Nc1ccc(S(=O)(=O)Oc2ccc(N3C(=O)C4CCCCC4C3=O)cc2)cc1 (stereo not given)
→ 97 | 0 | 102 | 8 | 101 | -12 | 99 | 101 | 101 | 8 | 22
[47] O=C(NCc1ccco1)c1ccc(Cn2c(=O)c3ccccc3n(Cc3cccc(Cl)c3)c2=O)cc1
→ 103 | 5 | 103 | 20 | 98 | . | 99 | 100 | 103 | 5 | 38
[48] COc1ccc(-c2nc(CCNS(=O)(=O)c3ccc4c(c3)OCCO4)cs2)cc1
→ 102 | 6 | 98 | 6 | 99 | . | 95 | 100 | 100 | 21 | 25
[49] O=C(NCc1ccccc1)Nc1cccn(Cc2ccccc2)c1=O
→ 100 | -4 | 100 | 14 | 96 | -1 | 98 | 99 | 98 | 2 | 12
[50] O=C(COC(=O)c1cccs1)NCc1ccc2c(c1)OCO2
→ 97 | -28 | 93 | 14 | 94 | 10 | 94 | 99 | 96 | 8 | 45
[51] CCCCn1c(=S)[nH]c2c(oc3ccc(Cl)cc32)c1=O
→ 100 | -28 | 102 | -3 | 97 | . | 97 | 100 | 98 | 38 | 21
[52] CC(=O)N1c2c(ccc3ccccc23)C(C)CC12CCCCC2 (stereo not given)
→ 96 | -7 | 100 | 6 | 101 | . | 97 | 99 | 97 | -5 | 14
[53] CN1C(=S)SC(/[N+]([O-])=C\c2ccc(Cl)cc2)C1(C)C (stereo not given)
→ 98 | -21 | 106 | 7 | 108 | . | 103 | 105 | 107 | 5 | 19
[54] COc1cccc(OC)c1C(=O)N1CCN(Cc2ccc3c(c2)OCO3)CC1
→ 99 | 27 | 100 | 6 | 100 | -2 | 97 | 100 | 100 | 36 | 14
[55] CCOC(=O)Cn1c(C)nc2c(C(=O)OCC)sc(C)c2c1=O
→ 98 | -13 | 104 | 14 | 102 | -11 | 100 | 101 | 101 | 13 | 36
[56] CCCCNC(=O)COC(=O)c1ccc(SC)cc1OC
→ 103 | -6 | 101 | 8 | 97 | -17 | 97 | 101 | 103 | 3 | 12
[57] CCCCNC(=S)NNC(=O)c1csc(C(C)C)c1
→ 99 | -19 | 104 | 5 | 101 | 6 | 99 | 99 | 99 | -5 | 15
